CSN deneddyl inh = inhibitors of human CSN-mediated cullin deneddylation. Q92905. 360,000 compounds, 0.38% hits. AID 651999. Purified CSN, SCF-Nedd8-OG deneddylation, fluorescence polarization. inhibition, % at 12.5 µM;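 active = pattern-corrected inhibition above about 35%, with an unprinted fluorescence ratio check between 0.5 and 1.5, limit read from the data, passing the limit was not always enough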;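 note: 0% = enzyme with substrate and 100% = substrate without enzyme; some results filed as inactive read as strong as hits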
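Test system: Human Csn5 produced in HEK293T cells | Compound: 12.5 µM single point | Times: 90 min, room temperature | Signal: Fluorescence polarization readout | Read-out basis: % inhibition of substrate cleavage by Csn5 | Controls: no-enzyme wells high, enzyme-with-substrate wells low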
FAS-TE inh = FAS thioesterase (human) inhibition; recombinant FAS-TE, OMFH fluorogenic substrate, fluorescence endpoint; P49327; inhibition, % at 15 µM; AID 602261; 360,000 compounds, 0.67% hits;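 active = compounds whose normalised, plate-corrected inhibition of enzyme fluorescence in the single-dose primary screen is 50% or more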;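 note: 0% = DMSO with enzyme and 100% = substrate without enzyme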
E coli Lon inh = inhibitors of E. coli Lon protease; inhibition, % at 7.94 µM; 360,000 compounds, 0.42% hits; purified E. coli Lon protease, fluorescence polarization; AID 602123; in the data active = inhibition above about 13%, passing the limit was not always enough;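 note: 0% = enzyme with probe and DMSO and 100% = no enzyme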
Target sequence (P0A9M0 whole entry, looked up): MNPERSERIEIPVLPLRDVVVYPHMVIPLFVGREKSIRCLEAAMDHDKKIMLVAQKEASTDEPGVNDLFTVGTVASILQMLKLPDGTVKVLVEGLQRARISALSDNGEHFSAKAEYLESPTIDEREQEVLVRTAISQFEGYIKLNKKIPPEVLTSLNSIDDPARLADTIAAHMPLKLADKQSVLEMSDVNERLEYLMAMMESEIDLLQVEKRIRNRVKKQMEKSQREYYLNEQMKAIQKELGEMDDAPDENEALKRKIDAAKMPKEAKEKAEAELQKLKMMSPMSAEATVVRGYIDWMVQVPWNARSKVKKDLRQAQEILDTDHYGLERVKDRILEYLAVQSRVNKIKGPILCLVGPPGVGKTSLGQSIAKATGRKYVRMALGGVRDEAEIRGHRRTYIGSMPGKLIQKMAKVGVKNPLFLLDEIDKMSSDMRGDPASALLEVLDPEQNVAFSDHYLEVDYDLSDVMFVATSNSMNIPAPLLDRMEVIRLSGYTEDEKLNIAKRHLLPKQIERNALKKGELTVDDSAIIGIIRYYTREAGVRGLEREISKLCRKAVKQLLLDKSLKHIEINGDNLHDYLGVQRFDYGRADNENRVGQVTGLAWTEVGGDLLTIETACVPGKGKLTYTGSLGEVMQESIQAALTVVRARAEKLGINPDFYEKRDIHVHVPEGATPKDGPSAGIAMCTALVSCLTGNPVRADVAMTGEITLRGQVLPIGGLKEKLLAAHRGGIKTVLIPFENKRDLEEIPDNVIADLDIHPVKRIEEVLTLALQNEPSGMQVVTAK
MsrA act = bovine methionine sulfoxide reductase A activation; purified bovine MsrA, absorbance read-out; activation, % at 10.6 µM; 360,000 compounds, 0.3% hits; AID 602163; in the data active = activation above about 7.5%;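 note: 0% = vehicle and 100% = reference activator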
Neddylation inh = inhibitors of human cullin neddylation; P61081+Q13564; TR-FRET cullin neddylation, biochemical; calls only at 25 µM; 360,000 compounds, 0.58% hits; in the data active = inhibition above about 36%
MLLE-PAM2 inh = blocks PAM2 peptide binding to the PABP1 MLLE domain; P11940; GST-MLLE / FITC-PAM2 fluorescence polarization; inhibition, % at 20 µM; 360,000 compounds, 0.36% hits; in the data active = inhibition above about 35%, passing the limit was not always enough;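 note: plate controls were DMSO wells with GST-MLLE for no effect and wells lacking GST-MLLE protein for full effect; some results filed as inactive read as strong as hits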
Tb MetRS inh = Trypanosoma brucei MetRS inhibition. purified T. brucei MetRS, ATP depletion, Kinase-Glo luminescence. inhibition, % at 11.9 µM. 360,000 compounds, 0.4% hits;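 active = inhibition above a per-plate cutoff of the control wells' mean inhibition plus 3 SD, cut at about 5.5% in these data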;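 note: 0% = DMSO wells median and 100% = median of wells with control inhibitor compound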
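Assay system: T. brucei methionyl-tRNA synthetase, purified | Medium: HEPES buffer with MgCl2, KCl, DTT, spermine, BSA, pyrophosphatase | Compound: 11.9 µM single point | Incubation: 15 min enzyme-compound preincubation, 2 h reaction, 10 min detection, 25 °C | Measured by: Kinase-Glo luciferase luminescence reporting remaining unconsumed ATP | Measure: % inhibition normalized to control-well medians | Replication: Singlicate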
Rin1 Abl inh = blocks binding of human Rin1 to Abl; P00519+Q13671; TR-FRET Rin1/Abl binding, biochemical; inhibition, % at 7.35 µM; 360,000 compounds, 0.4% hits; AID 588664; in the data active = inhibition above about 5%, passing the limit was not always enough
MsrA inhibitor = inhibits bovine methionine sulfoxide reductase A. purified bovine MsrA, absorbance read-out. inhibition, % at 15.5 µM. 360,000 compounds, 0.75% hits. AID 651718; in the data active = inhibition above about 4.5%;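 note: 0% = vehicle wells with enzyme and 100% = reference inhibitor wells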
* marks the source's active call; other numbers are inactive results; i = inactive; / = not tested or not shown.

SMILES	CSN deneddyl inh	FAS-TE inh	E coli Lon inh	MsrA act	Neddylation inh	MLLE-PAM2 inh	Tb MetRS inh	Rin1 Abl inh	MsrA inhibitor
CN(C)c1ccc(-c2cc(NC=O)c3ncc(-c4ccc(F)c(Cl)c4)n3c2)cc1	18	1	-193	-4	/	-102	-0.1	0	1.6
CCOC(=O)c1cc(-c2ccccc2)sc1NC(=O)C(C)Sc1nnc(C)s1 (stereo not drawn)	3	22	0	3	i	10	0.3	3	2.1
O=C(COC(=O)/C=C/c1ccc([N+](=O)[O-])cc1)NC(=O)NC1CCCCC1	-4	-1	-8	-1	i	2	0.0	3	0.8
CCc1ccc(NC(=O)CSc2nnc(-c3n[nH]c4ccccc34)n2-c2ccccc2)cc1	-14	-8	3	-3	i	0	-0.9	-3	1.0
C[C@H](CO)N1C[C@H](C)[C@H](CN(C)C(=O)Cc2ccccc2)OCc2cnnn2CCCC1=O	-4	-5	3	-4	i	-7	-1.3	1	-0.1
Nc1nc2n(n1)C(c1ccco1)CC(c1ccc(Cl)c(Cl)c1)N2 (stereo not drawn)	9	-1	10	-13	/	24	-1.6	6.6*	-0.1
CN1CCC(N(C)CC(C)(C)NS(=O)(=O)c2ccccc2)CC1	-4	-7	-8	-3	i	-12	-0.3	2	-1.6
CCCOc1cccc(-c2cc(C(=O)N/N=C/c3ccccn3)c3ccccc3n2)c1	2	24	11	-4	i	17	-0.4	-1	3.1
N/C(=N\OC(=O)c1cnn(-c2ccccc2)c1C(F)(F)F)c1cc(C(F)(F)F)cc(C(F)(F)F)c1	-1	6	/	/	i	9	/	/	0.6
CCOc1ccc(/C=N/NC(=O)c2cc(-c3ccco3)nc3ccccc23)cc1	11	0	-5	-2	i	5	-0.7	-5	1.2
Cc1ccc(C2(c3noc(CN(C)CC4CCCCO4)n3)CCCC2)cc1 (stereo not drawn)	2	8	-6	-2	i	1	-0.5	-2	0.0
N#Cc1ccc(-c2nc3ccc(Br)cc3c(=O)n2O)cc1	4	1	5	-4	i	-10	0.2	2	0.7
O=C(OCCOc1ccccc1)c1cccc(S(=O)(=O)N2CCOCC2)c1	2	22	-6	-3	i	21	0.1	2	0.2
COC(=O)c1cc2sccc2n1CC(=O)Nc1cc(OC)cc(OC)c1	4	4	-6	-5	i	-2	-0.7	3	0.0
O=C(NC1CC1)C1CCCN(C(=O)Nc2ccc(F)cc2)C1 (stereo not drawn)	8	-13	-6	-5	i	3	-0.5	-3	-0.1
CC1CC(C)CN(S(=O)(=O)N2CCC(C(=O)NCc3ccco3)CC2)C1 (stereo not drawn)	-4	-4	3	-3	i	9	0.0	3	0.1
O=C(C(NS(=O)(=O)c1cccs1)c1ccccc1)N1CCN(c2ccccc2F)CC1 (stereo not drawn)	-2	12	-8	-6	i	-2	-1.4	-2	0.2
CC(C)CN(C(=O)COC(=O)c1ccc2c(c1)OCO2)c1c(N)n(Cc2ccccc2)c(=O)[nH]c1=O	-1	-3	9	-3	i	12	-0.3	-3	-1.1
COc1ccc(OC)c(N(CC(=O)N2CCCCC2)S(=O)(=O)c2ccc(OC)c(OC)c2)c1	-1	-9	-7	-3	i	-8	-1.2	2	0.4
O=C(COC(=O)/C=C/c1ccc(Cl)cc1)NCCc1ccccc1	-7	-2	-4	-1	i	-1	0.9	1	0.5
Cc1ccccc1-n1c(SCC(=O)N2CCOCC2)nc(O)cc1=O	-4	-2	0	1	i	18	-0.2	3	0.5
CCOc1ccc(NC(=O)C2CCCN2S(=O)(=O)c2ccc3c(c2)C(C)(C)C(=O)N3C)cc1 (stereo not drawn)	3	-6	-3	-1	i	9	-0.2	2	-0.1
NS(=O)(=O)c1ccc(CCN2C(=O)CCC2=O)cc1	1	-1	0	-1	i	-3	0.0	-1	0.0
Cc1nnc(N/N=C/c2ccco2)n1N	-4	-5	-6	16*	i	-2	0.7	0	1.4
O=C(c1ccco1)N1CCCN(Cc2nc(Cc3ccccc3)no2)CC1	2	-3	-1	-2	i	-7	0.6	-1	-0.1
c1ccc2c(c1)OC1OC2Oc2ccccc21	-3	4	1	-4	i	-7	-0.4	1	/
CCN1CCCC1CNC(=O)c1cc([N+](=O)[O-])c(N(C)C)cc1OC (stereo not drawn)	2	-4	6	-2	i	-4	-0.5	-6	2.2
CCOC(=O)C1=C(C)C(c2ccc(OC)cc2)NC(=O)N1 (stereo not drawn)	5	-7	1	-1	i	14	-0.3	4	2.3
Cc1ccc(CNc2oc(-c3ccco3)nc2C#N)cc1	-4	13	-2	-6	/	7	-0.5	-3	2.2
Cc1coc2c(C)c3oc(=O)c(CCC(=O)N[C@@H](C)C(=O)N[C@@H](Cc4ccccc4)C(=O)O)c(C)c3cc12	11	-3	0	-3	/	-2	-0.7	-2	2.3
Cc1c(C(=O)NC(=S)Nc2ccc3c4c(cccc24)CC3)cccc1[N+](=O)[O-]	-3	15	-1	-3	i	42*	-1.1	-2	0.7
Cc1cc(NC(=O)CSc2nc3c(cc2C#N)CCCCC3)no1	-14	2	-6	-2	i	-1	-0.2	3	0.7
O=C(Nc1sc2c(c1C(=O)NCC1CCCO1)CCCC2)c1cccs1 (stereo not drawn)	-3	37	-9	-1	i	21	-0.5	0	1.2
COC(=O)c1cc2sc(Cl)cc2n1CC(=O)NCC1CCCO1 (stereo not drawn)	0	-1	-1	2	i	11	0.5	8	0.7
COc1cc2c(cc1OC)C(C(=O)NCc1cccnc1)C(c1cccnc1)N(C)C2=O (stereo not drawn)	-3	1	2	1	i	4	-1.2	5	-0.6
O=C(Nc1ccccc1)N1CCN(C2c3ccccc3-c3ccccc32)CC1	4	12	0	-1	i	-14	0.1	3	1.3
O=C(CCn1cnc2ccccc21)N/N=C/C=C/c1ccccc1	3	-6	-7	-5	i	-5	0.9	0	1.7
O=C(CN1CCOCC1)N1CCN(S(=O)(=O)c2ccccc2)C1c1ccccc1 (stereo not drawn)	-5	-9	6	-9	i	0	-0.3	-2	1.5
COc1ccc(-c2csc3ncnc(N4CCN(c5ccccc5[N+](=O)[O-])CC4)c23)cc1	4	30	3	-7	i	-2	-0.3	1	/
CCn1c(SCC(=O)OC(C)C)nnc1-c1ccccc1	0	-3	-4	0	i	18	0.3	-1	-1.0
COc1ccc(NC(=S)N(CCN(C)C)C(C)c2ccco2)cc1Cl (stereo not drawn)	0	4	-3	-4	i	16	0.5	-3	0.8
CC(C)(C)C(=O)Nc1ccc(/C=C/C(=O)c2ccco2)cc1	7	-3	-1	-1	i	-5	0.1	0	4.2
O=C(Cc1cccc(NC(=O)C2CCCN(C(=O)C3CCCCC3)C2)c1)Nc1cccc(C(=O)N2CCCCC2)c1 (stereo not drawn)	-1	-2	1	-2	i	3	-0.1	0	0.2
COc1ccc(Cc2nc3ccc(C(=O)NCCSC)cc3o2)cc1	3	1	3	-1	i	7	-0.3	-5	-0.5
CC1(c2ccc3ccccc3c2)NC(=O)NC1=O (stereo not drawn)	3	-3	1	-2	i	-12	0.8	0	-0.8
Cc1cccc(-c2noc(CCCC(=O)NC3CCCCC3)n2)c1	1	2	1	-2	i	2	-0.1	2	0.5
COc1ccc(Cl)cc1-c1cc(C(=O)Nc2cc(OC)c(OC)c(OC)c2)[nH]n1	-1	18	-6	0	i	-16	-0.3	2	-0.7
CC1(C)C([N+](=O)[O-])C(c2ccc(Cl)cc2)NC(c2ccc(Cl)cc2)C1[N+](=O)[O-] (stereo not drawn)	-1	66*	2	-3	i	16	0.0	2	0.8
CCN(CC)S(=O)(=O)c1ccc(Cl)c(C(=O)Nc2cc(C)nn2-c2ccccc2)c1	-9	-8	6	-9	i	-11	-1.8	-1	0.5
COc1cnc(-c2ccccn2)nc1Sc1ccc(C)cc1	-7	6	-10	-2	i	-1	-0.8	0	1.5
COc1ccc2c(c1)oc(=O)c1c3ccccc3[nH]c21	8	-3	5	-4	i	2	1.0	-23	0.7
COc1ccc(CCN=C(NS(=O)(=O)c2ccccc2)c2ccccc2)cc1OC	2	-5	4	2	i	-1	-0.8	-3	0.3
c1ccc([C@H]2CC3C[C@@H](c4ccccc4)N2O3)cc1	-1	-7	-10	-5	i	-7	-1.2	1	-0.2
COc1ccc(-c2cc(C(=O)N3CCCCCC3)no2)cc1	-2	7	-2	-3	i	-8	0.3	0	0.1
NC(=O)[C@@H]1CCCN1Cc1nc(Cc2cccc(C(F)(F)F)c2)no1	-10	1	-7	-1	i	1	0.3	3	-0.1
O=C(NNC(=O)c1ccccc1OCc1ccc(F)cc1)c1ccncc1	-6	-2	-15	-2	i	-4	0.1	1	0.6
CCC(C)NC(=O)c1c(C)cc(=O)oc1C (stereo not drawn)	-1	-8	-5	-1	i	0	-0.4	-1	4.3
O=c1oc2ccccc2c2[nH]ccc12	2	-3	-2	-8	i	7	-0.7	5	1.1
Cc1cccc(N(C)C(=O)c2cc3cc4ccc(C)cc4nc3o2)c1	-1	15	-6	-2	i	-5	0.4	1	-2.2
CCCCNC(=S)N(CCO)Cc1cc2cc3c(cc2[nH]c1=O)OCCO3	1	-1	-14	0	i	24	0.5	0	2.4

The last 6 compounds of the section before open the next one:
SMILES	CSN deneddyl inh	FAS-TE inh	E coli Lon inh	MsrA act	Neddylation inh	MLLE-PAM2 inh	Tb MetRS inh	Rin1 Abl inh	MsrA inhibitor
NC(=O)[C@@H]1CCCN1Cc1nc(Cc2cccc(C(F)(F)F)c2)no1	-10	1	-7	-1	i	1	0.3	3	-0.1
O=C(NNC(=O)c1ccccc1OCc1ccc(F)cc1)c1ccncc1	-6	-2	-15	-2	i	-4	0.1	1	0.6
CCC(C)NC(=O)c1c(C)cc(=O)oc1C (stereo not drawn)	-1	-8	-5	-1	i	0	-0.4	-1	4.3
O=c1oc2ccccc2c2[nH]ccc12	2	-3	-2	-8	i	7	-0.7	5	1.1
Cc1cccc(N(C)C(=O)c2cc3cc4ccc(C)cc4nc3o2)c1	-1	15	-6	-2	i	-5	0.4	1	-2.2
CCCCNC(=S)N(CCO)Cc1cc2cc3c(cc2[nH]c1=O)OCCO3	1	-1	-14	0	i	24	0.5	0	2.4
OCC1CCCN(c2ncnc3scc(-c4ccccc4)c23)C1 (stereo not drawn)	-4	-2	-3	-1	i	-10	-0.4	-2	0.0
COc1ccccc1CCC(=O)Nc1ccc2c(c1)c(=O)n(C)n2Cc1ccc(F)cc1	-2	1	-3	-1	/	0	0.3	-1	0.5
CC(C)(C)c1ccc(C(=O)C2CCCN(C(=O)CN3CCCC3=O)C2)cc1 (stereo not drawn)	4	2	-5	-2	i	3	-0.8	2	1.3
Cc1cccc2cc(CN(Cc3cccs3)S(=O)(=O)c3ccc4c(c3)OCCO4)c(=O)[nH]c12	-16	73*	-7	-7	i	-2	-0.9	0	-0.5
COCCNC(=S)NNC(=O)c1ccc(-n2cnnn2)cc1	4	-2	3	-2	i	-12	-0.3	-4	1.5
Nn1c(C2CCCCC2)nc2ccccc2c1=O	1	-2	0	-2	i	-15	-0.7	0	-1.0
COc1ccc(C(=O)NCC(c2ccco2)N2CCc3ccccc32)cc1OC (stereo not drawn)	-4	4	5	0	i	-1	-0.2	-5	-0.1

High-throughput results from PubChem BioAssay.
